KCNQ1 act – potentiators or activators of KCNQ1 channel, primary screen, cell-based, thallium flux, high-throughput; CHO-K1 KCNQ1, thallium flux FluxOR fluorescence; active compounds read high; B-score at 10 µM; 0.35% of 310,000 active;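 active = fluorescence ratio B-score, a plate-corrected score, at least three library SD, with initial intensity B-score within 5 SD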
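Test system: CHO-K1 cells stably expressing KCNQ1 / Medium: assay buffer / Also added: depolarizing K+/Tl+ stimulus, K2SO4 and Tl2SO4 each 12.5 mM in 5x stock / Incubation: 90 min dye loading and 20 min compound exposure, both at room temperature / Signal: thallium influx via FluxOR fluorescence, kinetic imaging / Evaluation: B score of baseline-normalized fluorescence ratio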
KCNQ1 block – inhibitors of human KCNQ1 channel, primary screen, cell-based, thallium flux, high-throughput; AID 2642, 2010; CHO-K1 KCNQ1, FluxOR thallium flux fluorescence; active compounds read high; 1.3% of 310,000 active; B-score at 10 µM; Potassium voltage-gated channel subfamily KQT member 1 (Homo sapiens), P51787;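 active = compounds whose thallium flux B-score, printed positive for inhibition, exceeds three library SD while starting fluorescence stays within three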;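 note: channel opened by potassium depolarization with thallium stimulus after 20 min compound exposure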
KCNK3 inh – human KCNK3 channel inhibitors, primary screen, CHO cells, FluxOR thallium flux, B-score; 0.84% of 340,000 active; B-score at 10 µM; Potassium channel subfamily K member 3 (Homo sapiens), O14649; FluxOR fluorescence; active compounds read low;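 active = B-score under library mean minus 4 SD, starting fluorescence ratio at most library mean plus 5 SD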;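 note: more negative B-score means stronger inhibition of thallium flux through KCNK3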
KCNK9 inh – KCNK9 potassium channel inhibitors, primary screen, HEK293 cells, thallium flux; FluxOR thallium flux fluorescence; active compounds read low; B-score at 10 µM; 1.2% of 310,000 active; AID 488922, 2010;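 active = ratio B-score over 3 SD below the library mean, with starting fluorescence within 5 SD of its mean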;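 note: negative B-score means less thallium flux so channel inhibition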
Dyrk1A ADPGlo – rat Dyrk1A kinase inhibitors, primary screen, biochemical, single point, plate reader. Dual specificity tyrosine-phosphorylation-regulated kinase 1A (Rattus norvegicus), Q63470. ADP-Glo luminescence, NFATc1 peptide. inhibition, % at 12.5 µM. 0.43% of 310,000 active. AID 504441, 2011; in the data active = inhibition above about 50%;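 note: plate controls were vehicle with enzyme for no effect and no enzyme for full effect; many of its hits are not listed in these tables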
hERG protect – hERG rescue from dofetilide block, primary screen, cell-based, CHO-hERG, FluxOR thallium flux, dofetilide IC70; dofetilide IC70 present; activation (rescue from dofetilide block), less the hit threshold, % at 10 µM; 0.51% of 310,000 active;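 active = activation above the mean of controls blocked by dofetilide plus 5 SD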;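 note: thallium influx through hERG after potassium depolarization seen as dye fluorescence rise; in these data hits start at about 4.7%; inactives centre near -7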
TRPC4 block – inhibitors of mouse TRPC4 channel, primary screen, Fluo4 calcium, HEK293 TRPC4beta/mu-opioid cells. 0.39% of 300,000 active. AID 2247, 2010. Short transient receptor potential channel 4 (Mus musculus), Q9QUQ5. DAMGO-evoked Fluo4 calcium flux; active compounds read low. B-score at 10 µM;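 active = B-score over 3 SD under the library average, no early fluorescence shift, positive overall ratio signal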
Target sequence (Q9QUQ5 whole entry, looked up): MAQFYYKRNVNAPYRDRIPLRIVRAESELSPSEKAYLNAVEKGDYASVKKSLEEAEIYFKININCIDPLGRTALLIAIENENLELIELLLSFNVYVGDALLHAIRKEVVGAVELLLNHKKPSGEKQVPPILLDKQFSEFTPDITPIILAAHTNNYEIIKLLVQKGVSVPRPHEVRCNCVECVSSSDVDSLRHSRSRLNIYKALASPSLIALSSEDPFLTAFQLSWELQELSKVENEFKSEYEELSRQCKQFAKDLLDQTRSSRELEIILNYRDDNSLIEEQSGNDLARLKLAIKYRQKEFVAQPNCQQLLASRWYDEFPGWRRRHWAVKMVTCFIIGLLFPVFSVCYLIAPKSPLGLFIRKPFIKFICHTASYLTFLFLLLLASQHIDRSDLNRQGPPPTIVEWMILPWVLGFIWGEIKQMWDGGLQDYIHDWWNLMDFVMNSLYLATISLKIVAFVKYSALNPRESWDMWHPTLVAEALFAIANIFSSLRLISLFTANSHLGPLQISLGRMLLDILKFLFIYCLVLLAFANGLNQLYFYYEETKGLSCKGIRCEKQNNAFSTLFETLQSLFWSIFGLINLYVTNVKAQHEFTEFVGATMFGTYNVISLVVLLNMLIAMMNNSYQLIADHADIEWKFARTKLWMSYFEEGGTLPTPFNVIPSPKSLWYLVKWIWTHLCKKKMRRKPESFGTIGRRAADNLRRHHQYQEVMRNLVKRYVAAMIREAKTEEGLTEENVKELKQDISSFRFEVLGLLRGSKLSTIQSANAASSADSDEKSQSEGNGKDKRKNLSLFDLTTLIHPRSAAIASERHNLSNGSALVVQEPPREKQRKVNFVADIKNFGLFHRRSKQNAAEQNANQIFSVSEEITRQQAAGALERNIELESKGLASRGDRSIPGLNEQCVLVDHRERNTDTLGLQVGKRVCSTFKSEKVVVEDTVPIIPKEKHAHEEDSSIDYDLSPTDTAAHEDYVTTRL
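System: stable TRPC4beta/mu-opioid receptor HEK293 cells; Dosing: single-point compound dosing; Measured by: Fluo4 Ca2+ flux fluorescence; Read-out basis: per-well B score of integrated baseline-normalized Fluo4 ratio.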
TRPC4 PAM – positive allosteric modulators of TRPC4, primary screen, cell-based, mouse TRPC4beta, HEK293 mu-opioid, Fluo-4 calcium | Short transient receptor potential channel 4 (Mus musculus), Q9QUQ5 | AID 2227, 2009 | B-score at 10 µM | 0.42% of 310,000 active | DAMGO EC20, Fluo-4 Ca2+ flux; active compounds read high;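 active = B-score of calcium response area above 5 SD of library B-scores, with initial fluorescence ratio within 5 SD of library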;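 note: B-score of integrated fluorescence ratio over time as area under calcium response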
PolyA inh – polyadenylation inhibitors in yeast reporter cells, primary screen, luminescence, S. cerevisiae. S. cerevisiae SKY197-pL101 polyadenylation reporter, beta-gal luminescence; efflux-impaired pdr1/pdr3 knockout yeast; score 100 = 6 SD above DMSO. calls only at 12 µM. 0.02% of 300,000 active;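 active = lowest replicate activity score at least 50, where 100 means six control SD above control mean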;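 note: yeast exposed to compound for 9 h at 30 °C; higher score means more reporter readthrough which indicates perturbed polyadenylation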
Platelet DG rel – inhibitors of platelet dense granule secretion, primary screen, cell-based, MLPCN, human platelets; human platelet-rich plasma, SFLLRN dense granule ATP release, luminescence; inhibition, %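 (compounds screened at 7.5 µM in platelet-rich plasma)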; 0.22% of 300,000 active; AID 1663, 2009;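 active = mean replicate score, as percent of positive control, at or above 50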
TRPC4 agonist – activators of mouse TRPC4 channel, primary screen, Fluo4 calcium, HEK293 TRPC4beta/mu-opioid cells | Short transient receptor potential channel 4 (Mus musculus), Q9QUQ5 | Fluo4 calcium fluorescence; active compounds read high | B-score at 10 µM | 0.49% of 310,000 active | AID 2237, 2010;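 active = B-score above 5 SD of library B-scores, and initial fluorescence ratio not above library mean plus 5 SD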;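 note: positive B-score marks a calcium rise read as TRPC4 activation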
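Assay system: HEK293 stable line with TRPC4beta plus mu-opioid receptor. Times: dye 45 min RT, read 110 s. Measured by: kinetic Fluo4 calcium fluorescence. Measure: B score of integrated ratio. Controls: assay buffer as low control, maximal DAMGO as high control.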
Starred values were filed as active, the others as inactive; i = inactive; · = no result given.

Start of the data: the first 2 entries, ahead of the listing:
no.	mol	KCNQ1 act	KCNQ1 block	KCNK3 inh	KCNK9 inh	Dyrk1A ADPGlo	hERG protect	TRPC4 block	TRPC4 PAM	PolyA inh	Platelet DG rel	TRPC4 agonist
1	O=S(=O)(Nc1ncccc1O)c1ccc(Cl)cc1	i	i	i	i	8	-8	i	i	i	-38	i
2	CC(OC(=O)CCCN=C1NS(=O)(=O)c2ccccc21)C(=O)N(C)c1ccccc1 (stereo unspecified)	i	i	i	i	10	-7	i	i	i	-7	i

The whole of this part, previewed entries included:
no.	mol	KCNQ1 act	KCNQ1 block	KCNK3 inh	KCNK9 inh	Dyrk1A ADPGlo	hERG protect	TRPC4 block	TRPC4 PAM	PolyA inh	Platelet DG rel	TRPC4 agonist
1	O=S(=O)(Nc1ncccc1O)c1ccc(Cl)cc1	i	i	i	i	8	-8	i	i	i	-38	i
2	CC(OC(=O)CCCN=C1NS(=O)(=O)c2ccccc21)C(=O)N(C)c1ccccc1 (stereo unspecified)	i	i	i	i	10	-7	i	i	i	-7	i
3	COc1ccc(S(=O)(=O)Nc2c(NC3CCCCC3)c3ccccc3oc2=O)cc1	i	i	i	i	8	-6	i	i	i	-11	i
4	CCOC(=O)c1c(C=O)c(C)n(Cc2ccc(C)cc2)c1C	i	i	i	i	7	-16	i	i	i	-6	i
5	O=S(=O)(c1ccc(S(=O)(=O)N2CCOCC2)cc1)N1CCCC1	i	i	i	i	2	-9	i	i	i	1	i
6	CC(=O)Nc1ccc(/C=C/C(=O)c2ccccc2)cc1	i	i	·	i	·	-5	i	i	i	18	i
7	CS(=O)(=O)Nc1ccccc1C(=O)NC1CC2CCC1C2 (stereo unspecified)	i	i	i	i	-2	-18	i	i	i	-2	i
8	COc1ccc(N2CCN(S(=O)(=O)CC34CCC(CC3=O)C4(C)C)CC2)cc1 (stereo unspecified)	i	i	i	i	13	-6	i	i	i	4	i
9	CCN(CC)C(=O)Cn1cc(S(=O)(=O)CC(=O)Nc2ccc(F)cc2F)c2ccccc21	i	i	i	i	·	-6	i	i	i	7	i
10	Cc1cccc(N2CCN(Cc3ccc([N+](=O)[O-])o3)CC2)c1C	i	i	i	i	14	-6	i	i	i	1	i
11	Cc1ccc(S(=O)(=O)N2CCC(C(=O)NCCCN3CCOCC3)CC2)cc1C	i	i	i	i	-6	-18	i	i	i	-3	i
12	COCCCNCC(O)COc1cccc2[nH]c(C)cc12 (stereo unspecified)	i	i	i	i	1	-10	i	i	i	1	i
13	Cc1cc(C(=O)COc2ccccc2C(N)=O)c(C)n1C	i	i	i	i	-1	-5	i	i	i	-2	i
14	CCCCS(=O)(=O)/C=C\C=C/S(=O)(=O)CCCC	14*	i	i	i	·	-12	i	i	i	24	i
15	CC1CCCC(C)N1C(=O)c1ccc2c(c1)S(=O)(=O)c1ccccc1C2=O (stereo unspecified)	i	i	i	i	6	-5	i	i	i	0	i
16	CSC1=NCCN1S(=O)(=O)c1ccc(Cl)cc1	i	i	i	i	2	-2	i	i	i	7	i
17	Cc1nc(-c2ccc([N+](=O)[O-])cc2)sc1C(=O)O	i	i	i	i	14	-3	i	i	i	11	i
18	Nc1ccccc1-c1nnc(-c2ccccc2N)n1N	i	i	i	i	6	-10	i	i	i	0	i
19	CCOc1ccc(S(=O)(=O)N2CCC(C(=O)N3CCOCC3)CC2)cc1Cl	i	i	i	i	4	-8	i	i	i	12	i
20	O=[N+]([O-])C(/C=C(/Cl)[N+](=O)[O-])=C(N1CCCCC1)N1CCCCC1	i	i	i	i	·	-8	i	i	i	-11	i

Remaining list, next part:
no.	mol	KCNQ1 act	KCNQ1 block	KCNK3 inh	KCNK9 inh	Dyrk1A ADPGlo	hERG protect	TRPC4 block	TRPC4 PAM	PolyA inh	Platelet DG rel	TRPC4 agonist
21	O=C(Cc1cccs1)N1CCN(S(=O)(=O)c2ccccc2)CC1	i	i	i	i	3	-6	i	i	i	-10	i
22	NS(=O)(=O)c1ccc(CNC(=O)CCCSc2ccccc2)cc1	i	i	i	i	0	-9	i	i	i	11	i
23	COc1ccc(CC(=O)OCCN(C)C)cc1	i	i	i	i	0	-11	i	i	i	3	i
24	COc1ccc(Br)cc1/C=N/Nc1cccc(C(=O)O)c1	i	i	i	i	2	-6	i	i	i	8	i
25	COc1ccc(NC(=O)c2ccccc2NC(=O)C2CCCO2)cc1 (stereo unspecified)	i	i	i	i	-2	-5	i	i	i	20	i
26	Cc1ccc(-c2cc(C(=O)N/N=C/c3ccc(F)cc3)n[nH]2)o1	i	i	i	i	0	-4	i	i	i	7	i
27	Cc1ccc2c(n1)sc1c(-c3ccccc3)c(C#N)c(N)nc12	i	i	i	i	-3	-11	i	i	i	-3	i
28	c1ccc(Cn2nnnc2CN2CCN(c3ncccn3)CC2)cc1	i	i	i	i	-2	-6	i	i	i	-3	i
29	COc1ccc(NC(=O)C2C3CCC(C3)C2C(=O)O)cc1OC (stereo unspecified)	i	i	i	i	-1	-3	i	i	i	33	i
30	OCC(O)CN1CCCC1 (stereo unspecified)	i	i	i	i	·	-6	i	i	i	8	i
31	Fc1ccc(F)c(NC2=NCCCCC2)c1	i	i	i	i	-2	-5	i	i	i	0	i
32	CN(C)C(CNC(=O)c1cccc(C#N)c1)c1ccco1 (stereo unspecified)	i	i	i	i	-1	-18	i	i	i	-9	i
33	COCc1[nH]nc2c1C(c1cc(OC)c(O)c(OC)c1)C(C#N)=C(N)O2 (stereo unspecified)	i	i	i	i	2	-12	i	i	i	4	i
34	CC1CCCC(NS(=O)(=O)c2ccc3c(c2)OCCO3)C1C (stereo unspecified)	i	i	i	i	-6	-9	i	i	i	0	i
35	COc1ccc(NC(=O)CCNC(=O)Cn2ccc3ccccc3c2=O)cc1Cl	i	i	i	i	-5	-3	i	i	i	-2	i
36	C=CCC(=O)N1CCC(n2nccc2NC(=O)CCOc2ccccc2)CC1	i	i	i	i	5	-5	i	i	i	-12	i
37	Cc1cccc(OCC(=O)NCCNC(=O)c2cccnc2)c1	i	i	i	i	-5	-1	i	i	i	7	i
38	CN(Cc1ccccc1)CC(O)COc1ccc(CNCCCOc2cccnc2)cc1 (stereo unspecified)	i	i	i	i	-5	-14	i	i	i	-1	i
39	COC(=O)c1c(NC(=O)CN2C(=O)C(=O)N(CC(C)C)C2=O)sc2c1CCCCC2	i	i	i	i	-3	-9	i	i	i	-9	i
40	COc1ccc(CCN(C)C(=O)CSc2nc3ncc(Cl)cc3[nH]2)cc1OC	i	i	i	i	1	-13	i	i	i	-5	i

Some entries already given with just KCNK9 inh, TRPC4 block and KCNQ1 block.
nr | compound | KCNK9 inh | TRPC4 block | KCNQ1 block
23 | COc1ccc(CC(=O)OCCN(C)C)cc1 | i | i | i
24 | COc1ccc(Br)cc1/C=N/Nc1cccc(C(=O)O)c1 | i | i | i
25 | COc1ccc(NC(=O)c2ccccc2NC(=O)C2CCCO2)cc1 (stereo unspecified) | i | i | i

Continuation:
no.	mol	KCNQ1 act	KCNQ1 block	KCNK3 inh	KCNK9 inh	Dyrk1A ADPGlo	hERG protect	TRPC4 block	TRPC4 PAM	PolyA inh	Platelet DG rel	TRPC4 agonist
41	O=C(Cc1ccsc1)NNC(=O)c1ccccc1Cl	i	i	i	i	19	-10	i	i	i	-3	i
42	COc1cc(CC(=O)Nc2cc(S(C)(=O)=O)ccc2Cl)cc(OC)c1OC	i	i	i	i	20	-8	i	i	i	1	i
43	Cc1cc(-c2ccccc2)n(-c2ccc(C(=O)N3CCN(c4ncccn4)CC3)cc2)n1	i	i	i	i	-5	-33	i	i	i	4	i
44	CN1C(=O)Cn2c1nc1ccccc12	i	i	i	i	-7	-5	i	i	i	5	i
45	NC(=O)C1CCN(C(=O)c2cccc(S(=O)(=O)N3CCc4ccccc4C3)c2)CC1	i	i	i	i	-5	1	i	i	i	13	i
46	Fc1ccc(-c2nc3c(-c4ccc(F)cc4)cnn3cc2CCN2CCOCC2)cc1	i	i	i	i	·	-10	i	i	i	4	i
47	NC(=O)C1(N2CCCCC2)CCN(C(=O)CSc2nc(C(F)(F)F)cc(=O)[nH]2)CC1	i	i	i	i	4	-5	i	i	i	-9	i
48	Cc1ccc2c(cnn2C(=O)CCC(=O)NC2CCCC2)c1	i	i	i	i	0	-9	i	i	i	6	i
49	Cc1ccc(C(=O)Nc2ccccc2Oc2ccccc2)cc1[N+](=O)[O-]	i	i	i	i	4	-3	i	i	i	6	i
50	COc1ccc(C2C(C#N)=C(N)Oc3cc(C)n(CCN4CCOCC4)c(=O)c32)cc1OC (stereo unspecified)	i	i	i	i	3	-6	i	i	i	12	i
51	COc1ccc(C(=O)N2CCC(C(=O)Nc3ccc4c(c3)OCO4)CC2)cc1	i	i	i	i	9	1	i	i	i	9	i
52	Cc1cc(/C=C2\SC(=S)NC2=O)c(C)n1C	i	i	i	i	·	-11	i	i	i	-3	i
53	Nc1c(C(=O)Nc2ccc(F)cc2)sc2nc(-c3ccco3)ccc12	i	i	i	i	-4	-10	i	i	i	0	i
54	COCCCNC(=S)NNC(=O)c1ccc2c(c1)OCO2	i	i	i	i	0	-2	i	i	i	-4	i
55	CSCC[C@H](NC(=O)[C@@H]1Cc2ccccc2CN1)C(=O)Nc1ccc2c(c1)OCCO2	i	i	i	i	1	-8	i	i	i	14	i
56	CCOc1ccc(N)c(SSc2cc(OCC)ccc2N)c1	i	i	i	i	-1	3	i	i	i	-6	i

Source: PubChem BioAssay (several laboratories)

The list is partial; count on the stated rates, not on these rows.
